High-throughput results: PubChem BioAssay, National Center for Advancing Translational Sciences (NCATS)
DRD3 antagonist = antagonists of human D3 dopamine receptor; D3R cells, DiscoveRx beta-arrestin luminescence, antagonist mode; hits give low values; 360,000 compounds, 2.5% hits; max response, negative = inhibition, %; in the data active = max response below about -50%; inconclusive = no clear call, values can overlap the other calls; note: % is set by controls: 0 for no effect and ±100 for the full control effect; mostly tested at two doses, the higher about 12 µM
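Cells expressing the human receptor were seeded at 1500 cells/well, incubated overnight at 37 degrees C in 5% CO2, then exposed to library compounds with dopamine controls for 90 minutes at 37 degrees C before luminescent detection.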
GLP1R cytotox = cytotoxic in the GLP-1 receptor inverse agonist counter-screen | HEK293 cAMP-luciferase reporter cells, luminescence, 24 h | 410,000 compounds, 0.13% hits | Potency, µM (titrated, usually from 38.3 µM), without a hit: at the highest dose activity change, negative = inhibition, most hits filed as inhibitors;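 note: loss of luciferase light is scored as toxicity; potency is the fitted concentration of half-maximal effect; % is set by controls: 0 for no effect and ±100 for the full control effect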
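Here, cytotoxicity is scored as loss of luminescence. The MLSMR collection was tested on cells seeded in medium containing 10% Nu serum, with a 24 hr compound exposure preceded by 12 hours of culture.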
aSyn rescue = alpha-synuclein toxicity inhibition in yeast | Yeast expressing alpha-synuclein, growth rescue, BacTiter-Glo, 24 h | Potency, µM (titrated, usually from 46.1 µM), for the others: at the highest dose growth rescue (activation), most hits filed as activators | 370,000 compounds, 0.14% hits | AID 652106; note: potency is the fitted concentration of half-maximal effect; % of control where 0% means no effect; nearly all actives have a fitted effect of over 65% in size
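Rescue of yeast growth: cells expressing toxic alpha-synuclein, induced in galactose at OD600 0.02, incubated with compound 24 h at 30 C. ATP luminescence quantified growth; inhibitors of toxicity appear as activators.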
PTHR1 ag = PTHR1 (human) receptor agonism; HEK293 GP2 PTHR1 cells, GloSensor cAMP luminescence, 1 h; Potency, µM (titrated, usually from 115 µM), inactives show at the highest dose activation, most hits filed as activators; 410,000 compounds, 0.075% hits; AID 743266; note: potency is the fitted concentration of half-maximal effect; nearly all actives have a fitted effect of over 55% in size; some results filed as inactive show a strong effect at the top dose; inactives centre near -15; many of its hits are not listed in these tables
Target sequence (Q03431 whole entry, looked up): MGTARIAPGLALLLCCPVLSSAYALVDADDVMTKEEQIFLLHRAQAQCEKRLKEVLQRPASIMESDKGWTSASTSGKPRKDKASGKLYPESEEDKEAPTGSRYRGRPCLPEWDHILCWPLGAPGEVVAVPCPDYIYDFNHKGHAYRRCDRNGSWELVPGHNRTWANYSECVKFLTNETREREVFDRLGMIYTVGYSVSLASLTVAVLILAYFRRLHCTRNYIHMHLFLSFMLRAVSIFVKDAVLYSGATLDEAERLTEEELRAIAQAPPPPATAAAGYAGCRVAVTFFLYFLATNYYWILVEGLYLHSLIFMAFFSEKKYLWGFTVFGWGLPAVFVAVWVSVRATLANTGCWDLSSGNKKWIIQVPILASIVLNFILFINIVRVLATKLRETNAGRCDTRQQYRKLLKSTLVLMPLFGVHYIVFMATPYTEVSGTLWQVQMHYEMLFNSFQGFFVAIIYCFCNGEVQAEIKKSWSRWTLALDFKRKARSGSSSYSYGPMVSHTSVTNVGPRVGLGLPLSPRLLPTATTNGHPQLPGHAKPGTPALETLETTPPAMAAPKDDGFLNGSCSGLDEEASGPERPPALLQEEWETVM
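HEK-293-derived GP2 cells expressing PTHR1 and a GloSensor cAMP reporter, 3,000/well, plated overnight, given luciferin plus IBMX (each 0.5 mM as added) for 1 h at 37 °C, then compound for 1 h at 37 °C. Luminescence was read after 15 min at room temperature.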
TDP43 rescue = rescues yeast growth from TDP-43 toxicity; Potency, µM (series often up to 46.1 µM), without a hit: top-dose growth rescue (activation), usual class: activators; 410,000 compounds, 1.8% hits; AID 652104; TDP-43 expressing yeast growth rescue, BacTiter-Glo, 24 h; note: potency is the fitted concentration of half-maximal effect; % of control where 0% means no effect; nearly all actives have a fitted effect of over 50% in size
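In this qHTS, compounds that restore growth of yeast expressing TDP-43 appear as activators. Cells (OD600=0.02, galactose medium, raffinose-pregrown) are incubated with compound 24 hr at 30 deg C and growth is quantified by BacTiter-Glo.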
KB-V1 cytotox = kills drug-selected multidrug resistant KB-V1 cells; KB-V1 MDR cells viability, CellTiter-Glo, 72 h; AID 1347076; Potency, µM (doses to about 46.1 µM), for inactives: at the highest dose activity change, negative = cytotoxicity, usual class: cytotoxic; 400,000 compounds, 3.4% hits; note: potency is the fitted concentration of half-maximal effect; % is set by controls: 0 for no effect and ±100 for the full control effect; nearly all actives have a fitted effect of over 60% in size
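Cytotoxicity toward P-gp-expressing KB-V1 cells was determined as loss of CellTiter-Glo luminescence after 72 h at 37 degrees C. Compounds were tested in quantitative HTS format across a concentration range, with curves fitted to normalized data.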
DRD3 agonist = activates the human D3 dopamine receptor; 410,000 compounds, 0.58% hits; max activation, %; D3R DiscoveRx beta-arrestin cells, luminescence, 90 min; in the data active = max activation above about 30%; note: 0% is about no effect; mostly tested at two doses, the higher about 12 µM
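Cells at 1500/well, incubated overnight, then treated with pinned compounds (dopamine as control) for 90 min at 37 degrees C. DiscoveRx reagent added for 30 - 60 minutes at room temperature; luminescence read.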
GLP-1R inv ag = GLP-1 receptor (human) inverse agonism; 410,000 compounds, 1.6% hits; AID 624417; P43220; Potency, µM (series often up to 38.3 µM), without a hit: at the top dose activity change, negative = inhibition, most hits filed as inhibitors; HEK293 GLP-1R CRE-luciferase, luminescence, 24 h; GLP-1R form is constitutively active; note: potency is the fitted concentration of half-maximal effect; % is set by controls: 0 for no effect and ±100 for the full control effect; nearly all actives have a fitted effect of over 55% in size
Target sequence (P43220 whole entry, looked up): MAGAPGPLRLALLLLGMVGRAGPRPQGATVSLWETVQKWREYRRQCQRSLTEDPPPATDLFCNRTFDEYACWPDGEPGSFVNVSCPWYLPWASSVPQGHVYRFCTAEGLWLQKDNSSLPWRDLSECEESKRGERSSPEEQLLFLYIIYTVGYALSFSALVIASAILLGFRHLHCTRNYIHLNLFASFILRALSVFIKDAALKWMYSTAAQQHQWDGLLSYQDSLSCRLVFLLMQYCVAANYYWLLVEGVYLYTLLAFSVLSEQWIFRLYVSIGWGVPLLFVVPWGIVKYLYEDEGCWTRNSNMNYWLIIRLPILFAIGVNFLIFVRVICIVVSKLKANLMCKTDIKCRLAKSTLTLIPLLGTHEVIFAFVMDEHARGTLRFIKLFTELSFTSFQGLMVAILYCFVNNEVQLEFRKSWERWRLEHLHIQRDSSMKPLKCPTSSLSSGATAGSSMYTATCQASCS
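Constitutively active GLP-1R drives a cAMP-responsive luciferase in stably transfected HEK293 cells; test compounds are added after overnight (12 h) attachment and left 24 hr, and signal loss in luminescence marks inhibition.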
GLP-1R agonist = activates the human GLP-1 receptor; P43220; HEK293 GLP-1R CRE-luciferase, luminescence, 4-6 h; cells express a hypersensitive GLP-1R form; Potency, µM (highest dose often 45.6 µM), for the others: top-dose activation, hits mostly activators; 380,000 compounds, 0.007% hits; AID 624172; note: potency is the fitted concentration of half-maximal effect; % of control where 0% means no effect
The depositor's hits bear a star; i = inactive; ? = inconclusive; · = not tested or not shown; & = joins results of further samples; [ ] = remark or other dose. Unless noted, calls come from the whole dose curve; as a rule, active = well fitted curve in the direction sought with a large enough effect; inconclusive = small, poorly fitted or top-dose-only effect, or another doubt; inactive = no such curve, though single readings can be large; an effect the other way counts as inactive or inconclusive.

SMILES	DRD3 antagonist	GLP1R cytotox	aSyn rescue	PTHR1 ag	TDP43 rescue	KB-V1 cytotox	DRD3 agonist	GLP-1R inv ag	GLP-1R agonist
CN1C(=O)CC(P(=O)(c2ccccc2)c2ccccc2)N(C)C1=O (stereo unspecified)	1	-5%	-4%	-14%	10%	-5%	-3	0%	-4%
O=C1CCCN1c1ccc(CNS(=O)(=O)c2ccc(F)cc2)cc1	-57*	20%	8%	i	19%	1%	0	5%	4%
COc1ccc(NC(=O)CN(C)C(=O)/C=C/c2cn(-c3ccccc3)nc2-c2cccs2)cc1	-4	1%	-3%	-2%	14%	-25%	1	?	15%
Cc1cc(C)nc(SCC(=O)n2c3c(c4ccccc42)CCCC3)n1	6	-2%	2%	-22%	20%	-20%	7	13%	-6%
COc1ccc(S(=O)(=O)N2CCN(CC(O)COc3ccc(CC#N)cc3)CC2)cc1OC (stereo unspecified)	0	3%	2%	-3%	0%	?	1	-6%	13%
CCN1CCN(c2cc(C)c3cc(NC(=S)N4CCCCC4)ccc3n2)CC1	-10	-19%	2%	-18%	-26%	?	-14	?	18%
COc1cc(C)c(S(=O)(=O)n2c([N+](=O)[O-])cnc2C)cc1C	14	-7%	7%	i	21%	23%	3	-3%	1%
Fc1cc(Br)ccc1NC(=S)NCCc1ccccc1	-3	11%	-45%[inhibitor]	i	25%	-8%	-7	?	1%
COc1ccc(-c2ccc(NCCN3CCOCC3)nn2)cc1OC	5	8%	6%	i	19%	1%	1	15%	6%
Cc1nc(S/C(=C/c2ccc(OCc3ccc(C(=O)O)cc3)cc2)C(=O)O)n[nH]1	17	0%	-12%	-19%	4%	2%	2	0%	1%
COc1ccc(Cn2c(=O)[nH]c3cc(C(=O)N4CCN(c5ccccc5)CC4)ccc3c2=O)cc1	0	5%&13%	-6%	?	0%&-16%	5%&-6%	3&-5	2%&15%	-1%&0%
COC(=O)[C@H]1C[C@@H]1[C@H](NC(=O)[C@H]1C[C@@H]1[C@H](NC(=O)OCc1ccccc1)c1ccccc1)c1ccccc1	-7	9%	1%	10%	-16%	-1%	-26	?	1%
Cc1csc2cc(-c3cccc([N+](=O)[O-])c3)c(-c3cccc([N+](=O)[O-])c3)c[n+]12	-61*	1%	-6%	21%	0%	-8%	-23	9%	0%
CC1Cc2cc(S(=O)(=O)CCC(=O)NCc3ccc(Cl)cc3)ccc2N1C(=O)C1CC1 (stereo unspecified)	·	?	·	-12%	3%	·	-1	?	·
Cc1noc(C)c1CN1C(=O)c2ccc([N+](=O)[O-])cc2C1=O	2	-4%	4%	-17%	?	-4%	5	13%	7%
Cn1c(=O)n(Cc2ccccc2Cl)c(=O)c2c1[nH]c(=S)n2C	7	-2%	-2%	i	9%	3%	9	4%	9%
COc1ccc(CCNC(=O)COC(=O)CSc2ccc(C(N)=O)cc2[N+](=O)[O-])cc1OC	-14	-5%	-1%	-4%	0%	-13%	-9	14%	-3%
CCCC1CC(C#N)N(N(C)C)C1=C(C#N)C#N (stereo unspecified)	5	-3%	-2%	10%	1%	-9%	-8	15%	-1%
COC(=O)[C@]1(Cc2ccccc2)N[C@H](CN(C)C(=O)Nc2ccccc2)[C@@H]2C(=O)N(C)C(=O)[C@@H]21	9	-3%	-10%	27%	17%	0%	2	-2%	-6%
Cc1ccnc(NC(=O)C(C)N2C(=O)c3ccccc3S2(=O)=O)c1 (stereo unspecified)	18	0%	1%	-21%	13%	0%	-1	22%	-9%
COc1ccc(S(=O)(=O)N2CCOCC2)cc1C(C)C	-6	1%	1%	-2%[57.5 µM]	-12%	0%	8	4%	-5%
COC(=O)C1C2CCC(C2)C1C(=O)OCC(=O)c1ccccc1 (stereo unspecified)	21	12%	-1%	i	6%	15%	1	0%	3%
COc1ccccc1N1CCN(C(=S)Nc2ccc(S(=O)(=O)N3CCOCC3)cc2)CC1	0	-3%[7.66 µM]	0%	-28%	3%[9.22 µM]	0%	2	-19%[7.66 µM]	-1%
CCC1=Nc2cc(C(=O)NC3CCCC3)ccc2Sc2ccc(Br)cc21	·	-6%	·	-11%	-2%	·	0	?	·
Cc1ccn2c(C(=O)NN=C3CCCCCCC3)c(C)nc2c1	-12	7%	1%	i	17%	-2%	1	12%	-13%

A draw from above in order of formula weight, highest first.
SMILES	DRD3 antagonist	GLP1R cytotox	aSyn rescue	PTHR1 ag	TDP43 rescue	KB-V1 cytotox	DRD3 agonist	GLP-1R inv ag	GLP-1R agonist
COc1ccc(S(=O)(=O)N2CCN(CC(O)COc3ccc(CC#N)cc3)CC2)cc1OC (stereo unspecified)	0	3%	2%	-3%	0%	?	1	-6%	13%
Cc1nc(S/C(=C/c2ccc(OCc3ccc(C(=O)O)cc3)cc2)C(=O)O)n[nH]1	17	0%	-12%	-19%	4%	2%	2	0%	1%
Cc1ccnc(NC(=O)C(C)N2C(=O)c3ccccc3S2(=O)=O)c1 (stereo unspecified)	18	0%	1%	-21%	13%	0%	-1	22%	-9%
COC(=O)C1C2CCC(C2)C1C(=O)OCC(=O)c1ccccc1 (stereo unspecified)	21	12%	-1%	i	6%	15%	1	0%	3%
CCCC1CC(C#N)N(N(C)C)C1=C(C#N)C#N (stereo unspecified)	5	-3%	-2%	10%	1%	-9%	-8	15%	-1%

The list goes on:
SMILES	DRD3 antagonist	GLP1R cytotox	aSyn rescue	PTHR1 ag	TDP43 rescue	KB-V1 cytotox	DRD3 agonist	GLP-1R inv ag	GLP-1R agonist
Cc1ccc(C(=O)N2CCN(C(=O)c3ccccc3)C2c2ccc(N(C)C)cc2)cc1 (stereo unspecified)	12	-13%	-1%	i	6%	?	1	22%	21%
Cc1ccc(S(=O)(=O)C(CNC(=O)COc2ccccc2)c2ccco2)cc1 (stereo unspecified)	·	-10%	·	-9%	4%	0%	7	8%	·
Cc1ccc(C(=O)Nc2cccc(NC(=O)c3ccc(C)cc3)n2)cc1	11	7%	-2%	i	-5%	?	6	38%[activator]	14%
COC(=O)c1[nH]c2ccc(Br)cc2c1NC(=O)CN1CCCCC1CCO (stereo unspecified)	8	-18%	1%	i	6%	-9%	3	?	5%
COc1nc(OCCNS(=O)(=O)c2ccc(C)cc2)nc(N(C)C)n1	6	-2%	10%	-6%	-19%	?	-6	32%	2%
COCCNc1nc2cc(-c3ccccc3C)sc2c(=O)n1C	?	5%	0%	-9%	0%	-1%	-17	-11%	0%
O=C(O)c1ccc(Sc2nnc(-c3cccc(Br)c3)o2)c([N+](=O)[O-])c1	-66*	4%	5%	-11%	17%	20%	-2	7%	-3%
CCN(CC(=O)Nc1c(F)cccc1F)C(=O)CCN1C(=O)C2CC=CCC2C1=O (stereo unspecified)	-9	0%	-4%	i	-15%	11%	2	12%	9%
CCNC(=O)C1CCCN(C(=O)c2ccc(N(C)C)cc2)CC1 (stereo unspecified)	7	-3%	0%	i	0%	5%	5	1%	-3%
O=C(N[C@@H](Cc1ccccc1)C(=O)NCCc1c[nH]c2ccccc12)c1ccco1	-7	-1%	2%	i	-16%	-11%	2	?	14%
CCOc1ccc(C2CC(c3ccc(F)cc3)n3ncnc3N2)cc1 (stereo unspecified)	-1	30%	5%	i	-10%	26%	3	7%	-6%
c1ccc(CN2CCOCC2)nc1	-19	7%	0%	i	2%	-10%	-7	10%	5%
O=C(c1ccc(C(F)(F)F)cc1)C1CCCN(C(=O)c2cnccn2)C1 (stereo unspecified)	8	-1%	0%	i	1%	1%	3	5%	9%
CCc1[nH]nc(C(=O)N/N=C/c2ccncc2)c1C	-17	2%	-6%	-28%	3%	1%	-1	9%	0%
Cc1ccc(-n2c(=O)cc(N3CC(C)CC(C)C3)[nH]c2=O)cc1 (stereo unspecified)	14	-11%	0%	-10%[57.5 µM]	-19%	17%	10	-13%	1%
Cc1ccc(CCNC(=O)c2cc3cc4cc(C)ccc4nc3s2)cc1	·	1%	·	-29%	0%	3%	-3	6%	·
CC(NC(=O)/C(=C\c1ccco1)NC(=O)c1ccco1)C(=O)O (stereo unspecified)	9	10%	6%	i	4%	0%	3	-2%	-2%
CCC(=O)Nc1cccc(-c2nnc(SCC(=O)NCc3ccco3)n2C)c1	5	-7%	-2%	i	-30%	-1%	-10	1%	-2%
COc1ccc(-c2cc(OC(=O)c3cccc(Cl)c3)c3c(C)oc(C)c3c(=O)c2)cc1OC	·	-8%	·	-5%	-6%	8%	-3	13%	·
Cc1cn([C@H]2C[C@H](O)[C@@H](CNCC3=Cc4cc(O)ccc4OC3)O2)c(=O)[nH]c1=O	?	1%	17%	-25%	16%	9%	39*	11%	-4%
CSc1ccccc1C(=O)OCC(=O)NC1CCS(=O)(=O)C1 (stereo unspecified)	-1	4%	-1%	-19%	16%	2%	-3	-5%	4%
CN(CCC#N)S(=O)(=O)c1cc2c3c(c1)CCN3C(=O)CC2	4	2%	-4%	i	9%	7%	2	7%	2%
CCOc1ncccc1C(=O)OCC(=O)Nc1ccc(C(C)C)cc1	-15	15%	-2%	i	-5%	-3%	-6	-3%	25%
CCOc1ccc(NS(=O)(=O)c2ccc(C(=O)N3CCC3)cc2)cc1	14	-1%	-4%	-4%	14%	-2%	7	-17%	3%
C=CCC(CC=C)(NC(=O)c1ccccc1C(=O)O)c1ccccc1	-1	10%	-2%	i	7%	19%	8	6%	1%
CCCCn1c(SCC(=O)Nc2cccc(OC)c2)nc2c(sc3ccccc32)c1=O	·	14%	·	i	2%	10%	4	0%	·
CCCc1c(C)nn(-c2ncccc2[N+](=O)[O-])c1C	-10	10%	7%	i	?	10%	-1	3%	7%
COc1ccc(NC(=O)CNCCC2=CCCCC2)cc1	-15	-12%	2%	i	-10%	-1%	-10	10%	6%
CCOC(=O)c1cc(CC)sc1NC(=O)CN1CCN(C(=O)c2ccco2)CC1	29	-12%	-2%	13%	12%	-13%	1	?	7%

Only part of the results is shown; count on the stated rates, not on these rows.
